Bioassay records: PubChem, several laboratories
MEP2 TOR yeast: alters MEP2-GFP fluorescence in TOR pathway yeast screen. S. cerevisiae MEP2-GFP strain, flow cytometry GFP, 3 h; 100% = DMSO control level. GFP response vs DMSO, % at 10 µM. 330,000 tested, 0.51% active. AID 2016;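 active means GFP response versus DMSO above a set limit, roughly screen mean plus 3 SD, cut at about 180% in these data; inconclusive means fewer than 70 cells counted for a yeast strain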;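 further: median GFP fluorescence of the barcode-gated MEP2-GFP cells per well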
AHR act: human AHR activation; 320,000 tested, 2.5% active; P35869; AHR-responsive luciferase reporter cells, luminescence; AID 2796; activation, % at 5 µM; in the data active means activation above about 47%;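 further: 0% = vehicle wells and 100% = reference agonist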
RPL19A-GFP yeast: alters RPL19A-GFP fluorescence in TOR pathway yeast screen; S. cerevisiae RPL19A-GFP strain, flow cytometry, 3 h; active compounds read low; percent response vs DMSO, % at 10 µM; 330,000 tested, 0.3% active; AID 2025;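 active means percent response vs DMSO below 50%; inconclusive means fewer than 70 events counted for the yeast strain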;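 further: median channel GFP fluorescence of the barcoded RPL19A-GFP strain; ratio of sample median GFP to plate DMSO average so 100% = DMSO; lower means less RPL19A-GFP as with rapamycin TOR inhibition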
AGP1-GFP MLPCN: modulators of TOR pathway AGP1-GFP in S. cerevisiae; S. cerevisiae AGP1-GFP multiplex flow cytometry, 3 h; GFP as percent of DMSO wells; 320,000 tested, 0.02% active; GFP response vs DMSO, % at 10 µM; AID 2066;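 active means GFP response relative to DMSO above a set limit, near screen average plus 3 SD, cut at about 150% in these data; inconclusive means fewer than 70 cells counted for the yeast strain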;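 further: median GFP channel fluorescence of the gated AGP1 strain per well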
LAP4-GFP MLPCN: yeast TOR pathway LAP4-GFP modulation; GFP response vs DMSO, % at 10 µM; S. cerevisiae LAP4-GFP multiplex, flow cytometry GFP, 3 h; median GFP as percent of DMSO wells; AID 2023; 320,000 tested, 0.34% active;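 active means GFP response vs DMSO above a set limit, about the screen mean plus 3 SD, cut at about 150% in these data; inconclusive means under 70 cell events counted for the yeast strain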
procasp3 activ: procaspase-3 (human) activation; recombinant procaspase-3 D3A, Ac-DEVD-pNA absorbance 405 nm; 330,000 tested, 0.11% active; activation, % at 8.5 µM; P42574;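 active means activation above the mean of all tested compounds plus 3 SD, cut at about 21% in these data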;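 further: 0% = DMSO alone and 100% = DMSO wells spiked with extra 5 µM PC-3 D3A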
Target sequence (P42574 whole entry D9A/D28A/D175A): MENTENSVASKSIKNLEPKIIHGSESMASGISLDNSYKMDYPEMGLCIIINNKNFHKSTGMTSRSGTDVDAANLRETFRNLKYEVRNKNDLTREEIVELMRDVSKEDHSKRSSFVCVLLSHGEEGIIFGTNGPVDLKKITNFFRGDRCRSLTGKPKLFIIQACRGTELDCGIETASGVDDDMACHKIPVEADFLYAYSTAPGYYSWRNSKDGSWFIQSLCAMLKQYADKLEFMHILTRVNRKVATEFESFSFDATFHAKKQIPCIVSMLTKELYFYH
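Assay system – Procaspase-3 D3A mutant, all three cleavage aspartates alanine · Controls – DMSO-only low control, 5 µM PC-3 D3A high control · Schedule – 1 h compound preincubation, 2 h substrate hydrolysis at 25 °C · Signal – 405 nm absorbance of p-nitroaniline, reads at 0 and 120 min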
CIT2-GFP yeast: yeast TOR pathway CIT2-GFP modulation; S. cerevisiae CIT2-GFP strain, flow cytometry, 3 h; 100 means same as DMSO wells; GFP response vs DMSO, % at 10 µM; 320,000 tested, 0.065% active; AID 2029;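 active means GFP response relative to DMSO above a set limit, near the screen mean plus 3 SD, cut at about 150% in these data; inconclusive means Fewer than 70 cells measured for a yeast strain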;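 further: ratio of well median GFP fluorescence to mean of DMSO wells on the plate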
procasp7 counter: activates human procaspase-7, counter-screen for procaspase-3 activators. AID 463210. P55210. activation, % at 8.5 µM. recombinant procaspase-7, Ac-DEVD-pNA absorbance 405 nm; D23A/D198A/D206A triple mutant, cannot self-cleave; scale: DMSO 0, 5 µM enzyme 100. 330,000 tested, 0.093% active;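 active means percent activation above the screen-wide mean plus 3 SD, cut at about 25% in these data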
Target sequence (P55210 whole entry D23A/D198A/D206A): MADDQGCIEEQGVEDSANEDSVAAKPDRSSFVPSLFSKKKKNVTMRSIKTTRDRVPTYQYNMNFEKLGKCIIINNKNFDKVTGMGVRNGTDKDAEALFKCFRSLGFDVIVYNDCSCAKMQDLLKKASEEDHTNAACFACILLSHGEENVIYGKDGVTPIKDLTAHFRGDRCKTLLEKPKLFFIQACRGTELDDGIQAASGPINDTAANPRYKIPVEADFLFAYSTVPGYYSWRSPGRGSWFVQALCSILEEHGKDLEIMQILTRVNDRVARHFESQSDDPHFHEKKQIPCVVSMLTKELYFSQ
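buffer or medium = Zinc-free HEPES/NaCl buffer, pH 7.4 | material = Procaspase-7 triple mutant (PC-7 D3A) | input = 2 µM procaspase-7 mutant as dispensed | signal = Epi-absorbance of released pNA at 405 nm, two timepoints | timing = 1 h preincubation, 2 h reaction | replicates = singlicate compound testing | evaluation = % activation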
Starred values were filed as active, the others as inactive; ? = inconclusive; . = no result given; [ ] = remark or other dose. Random draw from the library; about 3.5% have a hit in one of these screens.

SMILES | MEP2 TOR yeast | AHR act | RPL19A-GFP yeast | AGP1-GFP MLPCN | LAP4-GFP MLPCN | procasp3 activ | CIT2-GFP yeast | procasp7 counter
C=CCn1c(SCC(=O)c2c(C)[nH]c3ccccc23)nnc1-c1ccncc1 | 105.5 | 2.4 | 97.5 | 100.4 | 98.1 | -1.8 | 103.3 | 15.9
Cc1cc(O)c(C(C[N+](=O)[O-])c2ccc(Cl)cc2Cl)c(=O)o1 (stereo unspecified) | 99.0 | 16.6 | 103.5 | 97.2 | 107.9 | -8.5 | 104.2 | -5.3
CCOC(=O)CSc1nnc(CNC(=O)c2ccc(S(=O)(=O)N3CCCCC3)cc2)n1C | 102.4 | -0.5 | 97.9 | 99.6 | 99.1 | 12.0 | 98.2 | 6.3
CC1CCN(CC(=O)Nc2cccc(Cl)c2)CC1 | 93.1 | 4.7 | 99.1 | 87.3 | 88.4 | 0.2 | 90.4 | 4.0
Cc1ccc(NC(=S)/C(=C(\[O-])c2ccc(Cl)s2)[n+]2cccc(CO)c2)cc1C | 98.2 | 2.5 | 98.0 | 95.8 | 91.6 | -3.0 | 104.3 | -6.0
CCOc1ccc(N2C(=O)CN(C)C2=S)cc1 | 99.0 | -2.2 | 93.2 | 87.3 | 84.6 | 7.5 | 94.1 | -16.2
CCOC(=O)N1CCN(C(=O)CCC2CCCC2)CC1 | 101.1 | 0.2 | 99.3 | 97.2 | 96.7 | 4.4 | 101.7 | 5.8
Cc1cccc(NC(=O)C(C)n2cc([N+](=O)[O-])cn2)n1 (stereo unspecified) | 101.5 | -2.2 | 98.1 | 97.2 | 101.8 | 2.2 | 98.7 | 2.3
O=C(CCCn1c(=O)c2ccccc2n(Cc2ccccc2)c1=O)NCc1ccco1 | 107.3 | 5.0 | 105.3 | 103.1 | 111.0 | 1.2 | 110.2 | 8.9
CC1CCC2(CC1)NC(=O)N(CC(=O)NCc1cccs1)C2=O (stereo unspecified) | 103.8 | 0.6 | 95.8 | 90.8 | 91.3 | -2.4 | 94.9 | -13.7
CN1C(=O)NC(c2ccccc2)C2=C1CN(CCc1ccccc1)C2=O (stereo unspecified) | 86.0 | 3.5 | 98.3 | 92.2 | 81.0 | 1.6 | 101.3 | 12.8
CCCCN(C(=O)C(C)Oc1ccc(Br)cc1)c1c(N)n(CC(C)C)c(=O)[nH]c1=O (stereo unspecified) | 94.1 | 3.3 | 95.0 | 92.1 | 96.9 | 5.2 | 86.2 | -9.6
COCCNC(=O)CSc1nnc2c(Cl)cc(Cl)cn12 | 106.1 | -1.1 | 102.4 | 99.7 | 104.8 | 0.9 | 98.1 | 2.8
CN(c1ccc(C(=O)Nc2ccccc2C(=O)N2CCCC2)cc1)S(C)(=O)=O | 95.3 | 4.2 | 101.2 | 100.9 | 95.7 | 4.0 | 107.9 | -1.6
CC(=O)C(CC(=O)N1CCCC1)C(=O)Nc1ccc(Cl)cc1 (stereo unspecified) | 101.3 | 2.4 | 95.1 | 100.2 | 116.8 | 5.6 | 90.5 | 9.2
CC(=O)N[C@@H](CC(=O)N[C@H](CCC(=O)O)C(=O)O)C(=O)O | 528.1*[may fluoresce violet] | -1.4 | 47.3*[may fluoresce violet] | 15.8[may fluoresce violet] | 100.3[may fluoresce violet] | 8.1 | ? | -3.1
COC(=O)c1cc(Br)c(=O)n(CC(C)C)c1 | 90.6 | 1.7 | 87.3 | 83.6 | 86.5 | -3.2 | 86.3 | -0.5
Cc1cc(O)c(C(=O)/C=C/c2ccc(C(C)C)cc2)c(=O)o1 | 104.4 | . | 104.5 | 93.9 | 98.2 | . | 96.4 | .
COc1ccc(-c2cn(-c3ccc(C)cc3)c(=O)n2CC(=O)Nc2ccc(OC)c(OC)c2)cc1 | 115.6 | -1.1 | 95.4 | 96.1 | 101.5 | 3.4 | 99.2 | -3.7
O=C(OCCCN=C1NS(=O)(=O)c2ccccc21)c1cccs1 | 115.7 | 0.0 | 96.5 | 110.5 | 109.3 | -7.8 | 100.6 | 7.1
CC(OC(=O)CSc1ccc([N+](=O)[O-])cc1)C(=O)NCc1ccccc1 (stereo unspecified) | 83.0 | 0.9 | 57.6 | 83.2 | 201.0* | -23.6 | 85.1 | -28.8
COc1ccc(Cn2nnnc2CN2CCc3ccccc32)cc1 | 95.0 | 16.2 | 96.3 | 91.7 | 96.1 | 7.2 | 97.7 | 3.2
COc1ccc(C2CC(c3ccccc3)=NN2C(=O)COC(=O)CNC(=O)c2ccccc2)cc1 (stereo unspecified) | 107.9 | 1.4 | 106.4 | 103.6 | 98.6 | 1.1 | 105.9 | 0.8
N#C/C(=C\c1ccc(OCc2ccccc2)cc1)C(=O)Nc1nc2c(s1)CCN(Cc1ccccc1)C2 | 112.8 | 3.4 | 104.3 | 107.5 | 108.5 | -3.2 | 106.3 | -3.3
O=C(CN1C(=O)COc2ccccc21)NCCCN1CCN(Cc2ccccc2)CC1 | 102.5 | 0.2 | 98.2 | 100.8 | 99.8 | 7.7 | 99.8 | 4.0

New compounds follow:
SMILES | MEP2 TOR yeast | AHR act | RPL19A-GFP yeast | AGP1-GFP MLPCN | LAP4-GFP MLPCN | procasp3 activ | CIT2-GFP yeast | procasp7 counter
CSc1ccc(C(=S)N2CCN(C(c3ccccc3)c3ccccc3)CC2)cc1 | 100.9 | 1.5 | 101.9 | 106.5 | 98.4 | -0.1 | 106.5 | -14.8
Cc1ccc(CNC(=O)CN(c2ccc(C(C)C)cc2)S(=O)(=O)c2c(C)noc2C)cc1 | 99.0 | 3.5 | 100.4 | 96.6 | 93.0 | 12.5 | 96.4 | -3.1
O=C(CCC(=O)N1CCN(S(=O)(=O)c2ccc(Cl)cc2)CC1)Nc1cccc(Br)c1 | 118.1 | 7.8 | 105.2 | 110.3 | 108.0 | 1.1 | 111.9 | 8.0
COc1ccc(-c2noc(=O)[nH]2)cc1 | 89.9 | -4.4 | 100.3 | 98.4 | 88.2 | 9.6 | 105.8 | 8.9
COc1ccc(N2CCN(C(=O)CC(NC(N)=O)c3cccc(Oc4ccccc4)c3)CC2)cc1 (stereo unspecified) | 99.1 | 3.1 | 98.9 | 103.2 | 101.9 | 5.0 | 111.3 | 6.1
Cc1nnsc1NC(=O)OCc1ccc(Cl)cc1Cl | 101.7 | 15.3 | 98.1 | 96.7 | 96.8 | 4.7 | 97.3 | -6.9
S=c1[nH]nc(Cc2cccs2)n1-c1ccccc1Cl | 104.4 | 1.5 | 102.6 | 95.4 | 89.0 | -1.3 | 101.2 | -26.9
COc1ccc(C(=O)N(Cc2nc(-c3ccc(C)cc3)no2)C(C)C)cc1OC | 94.3 | 0.0 | 102.7 | 96.1 | 90.5 | 2.6 | 104.2 | 3.5
Cc1cccc(N(CC(=O)NCc2ccc3c(c2)OCO3)C(=O)CCC(=O)Nc2ccccn2)c1 | 103.8 | 4.5 | 101.4 | 103.4 | 101.1 | -0.8 | 93.6 | 12.2
Cc1ccc(S(=O)(=O)NC2(C(F)(F)F)NC(=O)N(c3ccccc3F)C2=O)cc1 (stereo unspecified) | 103.7 | -1.3 | 98.9 | 107.9 | 95.9 | 6.3 | 103.8 | 2.3
N#C/C(=C/c1ccc(N2CCCCC2)o1)c1cccc(F)c1 | 92.4 | 0.2 | 102.1 | 90.4 | 151.6* | -4.7 | 93.5 | -20.6
O=C(CCS(=O)(=O)Cc1ccccc1)N1CCN(Cc2ccccc2)CC1 | 106.6 | 1.4 | 106.6 | 103.6 | 110.2 | -5.4 | 99.0 | -3.9
COc1cc(OC)c2ccc(=O)oc2c1C(CCN1CCN(c2ccccc2)CC1)c1ccc2c(c1)OCO2 (stereo unspecified) | 93.0 | 3.7 | 100.0 | 80.2 | 131.5 | -9.4 | 76.6 | 0.4
CCOCC(=O)N(CC)Cc1ccccc1 | 107.5 | -1.4 | 106.1 | 111.7 | 101.3 | 6.2 | 104.7 | 7.1
O=C(CSc1nnc(NC(=O)C2CCC2)s1)NC1CC1 | 102.0 | 4.3 | 98.8 | 99.0 | 100.8 | -3.9 | 96.1 | -3.6
COc1cccc(CNC(=O)CSCC(=O)Nc2cc(C)on2)c1 | 102.4 | -1.1 | 101.0 | 104.0 | 107.8 | 1.8 | 103.7 | 6.5
COc1ccc(Br)cc1CNC(=O)CCc1nc(-c2ccccc2F)no1 | 99.5 | 19.9 | 97.8 | 99.4 | 104.6 | 12.3 | 89.9 | -4.0
O=C(COC(=O)CCC(=O)c1ccc(F)cc1)Nc1cccc(S(=O)(=O)N2CCCC2)c1 | 96.3 | 1.0 | 99.4 | 101.1 | 103.0 | -3.1 | 87.9 | -2.3
Cc1cc(C)c(OCCCCN2CCNCC2)c(C)c1 | 97.8 | -1.0 | 97.1 | 93.3 | 82.5 | -10.3 | 100.0 | 15.9
O=C(N/N=C/c1ccccc1OCc1ccccc1)c1cccs1 | 100.4 | 33.5 | 97.7 | 95.3 | 95.0 | 3.4 | 99.9 | 3.2
CC(C)OC(=O)CSc1nnc(CNc2ccc(Cl)cc2)n1Cc1ccccc1 | 106.0 | 1.1 | 104.7 | 110.5 | 95.1 | -6.2 | 96.1 | 10.5
COc1cccc2c(=O)cc(C)n(CC(=O)Nc3ccccc3C)c12 | 101.6 | 26.8 | 99.8 | 99.2 | 102.5 | -1.8 | 92.8 | 1.6
COc1cc2nc(C3CCC3)n(NC(=O)COc3ccccc3)c(=O)c2cc1OC | 95.4 | 5.6 | 98.6 | 100.6 | 101.2 | 3.1 | 97.2 | 1.7
N#CC1=C(O)C(c2ccccc2)n2c1nc(=O)c1ccccc12 (stereo unspecified) | 86.6 | 0.5 | 87.0 | 88.3 | 84.8 | 0.2 | 81.9 | 3.7
CN(C)CCn1c(=N)n(CC(O)c2ccc(Cl)c(Cl)c2)c2ccccc21 (stereo unspecified) | 99.4 | -2.3 | 107.6 | 106.6 | 97.0 | -6.9 | 100.0 | 13.4
CCOc1ccccc1NC(=O)CSc1nnc(-c2cccnc2)o1 | 91.6 | 12.7 | 92.3 | 93.7 | 105.8 | 9.1 | 81.8 | -3.9
NS(=O)(=O)c1ccc(CCNC(=O)CNC(=O)c2ccc(Br)o2)cc1 | 87.4 | 1.3 | 94.2 | 93.0 | 86.3 | -6.3 | 97.9 | -5.0
CCc1ccc(N2CC(C(=O)Nc3cccc(C(=O)NC4CC4)c3)CC2=O)cc1 (stereo unspecified) | 98.9 | 0.6 | 100.9 | 99.6 | 101.1 | 10.3 | 96.0 | 0.2

Filtered by structure, the compounds so far containing a furan ring, fused or not (three)
SMILES | MEP2 TOR yeast | AHR act | RPL19A-GFP yeast | AGP1-GFP MLPCN | LAP4-GFP MLPCN | procasp3 activ | CIT2-GFP yeast | procasp7 counter
O=C(CCCn1c(=O)c2ccccc2n(Cc2ccccc2)c1=O)NCc1ccco1 | 107.3 | 5.0 | 105.3 | 103.1 | 111.0 | 1.2 | 110.2 | 8.9
N#C/C(=C/c1ccc(N2CCCCC2)o1)c1cccc(F)c1 | 92.4 | 0.2 | 102.1 | 90.4 | 151.6* | -4.7 | 93.5 | -20.6
NS(=O)(=O)c1ccc(CCNC(=O)CNC(=O)c2ccc(Br)o2)cc1 | 87.4 | 1.3 | 94.2 | 93.0 | 86.3 | -6.3 | 97.9 | -5.0
